Assay outcomes deposited in PubChem by National Center for Advancing Translational Sciences (NCATS).
D1 ag: Allosteric Agonists of the Human D1 Dopamine Receptor: qHTS; AID 504660, 2011; 360,000 compounds, 1% hits; activation, % at 2 µM; HEK293 T-REx D1 cells, calcium flux, agonist mode; in the data active = activation above about 30%; also: 0% is about no effect
Target sequence (P21728 whole entry, looked up): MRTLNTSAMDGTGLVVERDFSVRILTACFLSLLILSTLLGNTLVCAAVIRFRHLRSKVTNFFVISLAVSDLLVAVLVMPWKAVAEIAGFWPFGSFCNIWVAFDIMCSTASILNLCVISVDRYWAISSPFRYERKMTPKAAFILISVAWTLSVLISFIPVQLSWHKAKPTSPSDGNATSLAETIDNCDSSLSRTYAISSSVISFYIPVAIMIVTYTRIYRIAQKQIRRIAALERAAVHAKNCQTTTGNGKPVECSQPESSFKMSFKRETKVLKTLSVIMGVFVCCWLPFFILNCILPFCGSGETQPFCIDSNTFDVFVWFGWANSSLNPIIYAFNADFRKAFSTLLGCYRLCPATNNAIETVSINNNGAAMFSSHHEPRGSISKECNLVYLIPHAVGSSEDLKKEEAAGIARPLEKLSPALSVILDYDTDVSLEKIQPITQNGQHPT
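Agonism was scored from calcium flux recorded over 180 s (1 read/s) after pintool compound addition, following a 10-cycle baseline. Cells were inducible force-coupled HEK293 TREx D1, plated overnight at 30 C and loaded with no-wash calcium dye.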
Vif-APOBEC3F blk: qHTS for Inhibitors of Vif-A3F Interactions: qHTS; HeLa A3F-eYFP + Vif (tagged APOBEC3F with the HIV-1 protein that degrades it), YFP fluorescence increase; Potency, µM (titrated, usually from 46.1 µM), inactives show at the top dose activity, negative = active; 390,000 compounds, 0.2% hits; AID 602313, 2012; also: potency is read from the fitted curve at half-maximal effect; % of control where 0% means no effect; nearly all actives have a fitted effect of over 65% in size
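HeLa cells stably expressing Vif plus C-terminally eYFP-tagged A3F were seeded, incubated overnight at 37 deg C, dosed with compound, incubated overnight again at 37 deg C. Yellow fluorescence (Ex 488/Em 500-530) reported blocked Vif-mediated A3F-eYFP degradation.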
D1 antag: Antagonist of Human D 1 Dopamine Receptor: qHTS; D(1A) dopamine receptor (Homo sapiens), P21728; HEK293 TREx D1 cells, calcium flux, dopamine EC80; stronger effect = lower value; 360,000 compounds, 3.2% hits; activity change, negative = inhibition, % at 10 µM; in the data active = activity change below about -30%; also: % is scaled to controls: 0 for no effect and ±100 for the full control effect
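After overnight tetracycline induction at 30 C, force-coupled D1 HEK293 cells took up a no-wash calcium dye at room temperature. Compounds were added and monitored 180 s, and the response to EC80 dopamine was then recorded.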
RXFP1 ag: qHTS Assay for Agonists of the Relaxin Receptor RXFP1. Potency, µM (highest dose often 57.5 µM), without a hit: top-dose activation, usual class: activators. HEK293T-RXFP1 cAMP TR-FRET, 30 min; response scale: percent of porcine relaxin response, buffer zero. 370,000 compounds, 0.3% hits. Relaxin receptor 1 (Homo sapiens), Q9HBX9; also: potency is read from the fitted curve at half-maximal effect; % is scaled to controls: 0 for no effect and ±100 for the full control effect; nearly all actives have a fitted effect of over 60% in size; many of its hits are not listed in these tables
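HEK293T cells stably expressing RXFP1 were pretreated with the PDE4 inhibitor Ro 20174, exposed to compounds for 30 min at 37C, lysed, and cAMP was read by TR-FRET. Data normalized to buffer (basal) and 29 nM porcine relaxin (100%).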
D2 potentiator: HTS Assay for Positive Allosteric Modulators of the Human D2 Dopamine Receptor: Primary Screen for Potentiators; D(2) dopamine receptor (Homo sapiens), P14416; HEK293 T-REx D2, calcium flux, EC20 dopamine potentiation; potentiation, % at 10 µM; 340,000 compounds, 0.34% hits; AID 485347, 2010;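 active = potentiation over 3 SD above the plate norm, cut at about 30% in these data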; also: 0% is about no effect
Target sequence (P14416 whole entry, looked up): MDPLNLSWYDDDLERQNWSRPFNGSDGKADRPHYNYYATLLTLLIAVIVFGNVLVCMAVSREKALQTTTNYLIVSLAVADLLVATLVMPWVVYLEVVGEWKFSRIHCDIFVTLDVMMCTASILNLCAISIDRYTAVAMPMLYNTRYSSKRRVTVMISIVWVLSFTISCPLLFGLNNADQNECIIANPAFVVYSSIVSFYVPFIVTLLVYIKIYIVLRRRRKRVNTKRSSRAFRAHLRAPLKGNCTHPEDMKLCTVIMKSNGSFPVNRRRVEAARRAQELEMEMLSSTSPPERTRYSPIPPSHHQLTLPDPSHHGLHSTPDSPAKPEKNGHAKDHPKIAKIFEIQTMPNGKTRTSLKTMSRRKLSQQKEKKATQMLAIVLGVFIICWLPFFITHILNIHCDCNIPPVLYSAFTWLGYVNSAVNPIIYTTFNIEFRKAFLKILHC
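Potentiation of an EC20 dopamine calcium response is measured in a force-coupled, tetracycline-inducible Hek293 Trex D2 line. Compound-only kinetic reads over 180 s flag agonists before dopamine addition.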
D1 potentiator: Potentiators of Human D1 Dopamine Receptor: qHTS | 360,000 compounds, 0.036% hits | HEK293 TREx D1 cells, calcium flux, dopamine EC20 potentiation | AID 504651, 2011 | potentiation, % at 10 µM | D(1A) dopamine receptor (Homo sapiens), P21728; in the data active = potentiation above about 30%; also: 0% is about no effect
GRP78 ERSR act: qHTS for Inducers of the Endoplasmic Reticulum Stress Response (ERSR) in Human Glioma: qHTS | U87-MG GRP78 promoter luciferase reporter, 16 h | Potency, µM, without a hit: top-dose activation, hits mostly activators | 420,000 compounds, 0.02% hits | AID 602332, 2012; also: potency is read from the fitted curve at half-maximal effect; series mostly up to about 76 µM; % of control where 0% means no effect; nearly all actives have a fitted effect of over 35% in size
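Stably transfected U87-MG glioma cells carrying a GRP78-based luciferase sensor; 16 h compound incubation. Luminescence end-point read 10 min after Bright-Glo addition at room temperature.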
Vif-A3G inh: qHTS for Inhibitors of Vif-A3G Interactions: qHTS; 410,000 compounds, 0.076% hits; HeLa A3G-eYFP + Vif (tagged APOBEC3G with the HIV-1 protein that degrades it), YFP fluorescence, overnight; Potency, µM (series often up to 46.1 µM), without a hit: at the top dose activity, negative = active, hits mostly inhibitors; AID 602310, 2012; DNA dC->dU-editing enzyme APOBEC-3G (Homo sapiens), Q9HC16;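 also: potency is read from the fitted curve at half-maximal effect; % is scaled to controls: 0 for no effect and ±100 for the full control effect; nearly all actives have a fitted effect of over 60% in size; hits raise eYFP signal because A3G escapes Vif-driven loss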
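HeLa cells stably expressing Vif and C-terminally eYFP-tagged A3G, seeded overnight at 37 deg C, then exposed to compound by pintool overnight at 37 deg C. Rise in yellow fluorescence (Ex 488/Em 500-530, Acumen) marks blocked Vif-driven A3G degradation.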
RXFP1 antag: qHTS Assay for Antagonists of the Relaxin Receptor RXFP1 | Relaxin receptor 1 (Homo sapiens), Q9HBX9 | activity change, negative = inhibition, % at 57.5 µM | 350,000 compounds, 0.59% hits | AID 1259400, 2018 | HEK293-RXFP1, relaxin-stimulated cAMP HTRF, 30 min; stronger effect = lower value;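 active = activity change of -60% or lower, but not beyond a set lower limit; inconclusive = change between -60% and -40%, or beyond the set limit; inactive = change above -40%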; also: % is scaled to controls: 0 for no effect and ±100 for the full control effect
The depositor's hits bear a star; ? = inconclusive; . = not tested or not shown; & = joins results of further samples. Unless noted, calls follow the shape of the dose curve; as a rule, active = well fitted curve in the direction sought with a large enough effect; inconclusive = small, poorly fitted or top-dose-only effect, or another doubt; inactive = no such curve, though single readings can be large; an effect the other way counts as inactive or inconclusive. Not all compounds are listed (hit frequency here may not be typical).

SMILES	D1 ag	Vif-APOBEC3F blk	D1 antag	RXFP1 ag	D2 potentiator	D1 potentiator	GRP78 ERSR act	Vif-A3G inh	RXFP1 antag
CSCC(C)N1CCC(CO)(CCc2ccccc2)CC1 (configuration not stated)	3	22%	-5	1.6%	-8	6	-2%	4%	1
COc1ccccc1N1CCN(C(=O)C2CCN(C(=O)c3ccccc3Cl)CC2)CC1	2	1%	13	-1.4%	0	1	-2%	0%	0
Cc1onc(-c2c(F)cccc2Cl)c1C(=O)Nc1nccs1	1	3%	-1	1.0%	-2	-1	-2%	-7%	-2
COc1ccc(NCc2ccc([N+](=O)[O-])s2)c(OC)c1	-1	5%	12	-0.1%	-1	2	1%	-5%	25
COc1ccc(S(=O)(=O)N(C)c2ccc(C(=O)NCc3ccccn3)cc2)cc1OC	3	2%	-1	-3.2%	3	12	-2%	1%	-2
C[n+]1ccc(/C=C/c2cccs2)cc1	2	3%	-3	-4.2%	.	-1	-4%	5%	-3
Cc1ccc(NC(=O)CN(C)C(=O)Cn2ncc(Cl)c(Cl)c2=O)cc1	2	1%	-30	-0.4%	6	-4	-13%	?	.
CCN(CC(=O)Nc1cc(Cl)ccc1C)C(=O)COc1ccccc1F	2	8%	8	3.4%	4	5	2%	-1%	3
CC(NC(=O)CN1C(=O)NC2(CCCCCC2)C1=O)c1ccccc1 (configuration not stated)	0	0%	1	1.1%	-16	-4	-5%	2%	0
Oc1c(C(Nc2cccc(C(F)(F)F)c2)c2cccnc2)ccc2cccnc12 (configuration not stated)	8	-25%	5	-0.9%	3	-3	-8%	-16%	-19
O=C(N=Nc1c(O)[nH]c2ccc(F)cc12)c1ccc(NS(=O)(=O)c2cccs2)cc1	2	1%	22	0.4%	11	12	-1%	-5%	1
CCOc1ccccc1CNC(c1ccccc1)c1ccccc1	2	-1%	1	-1.3%	-3	0	-1%	-2%	-26
COc1ccc(N/C(N)=N/c2nc(C)cc(C)n2)c(OC)c1	4	2%	-29	1.4%	-3	-11	-5%	1%	-23
Cc1nc2ccn(Cc3cccs3)c(=O)c2cc1C(=O)NCc1ccc(Br)cc1	5	-5%	12	-2.3%	6	-6	-8%	?	-5
CCC(=O)Nc1cc(C(C)(C)C)ccc1C(C)=O	6	8%	7	1.6%	7	0	-3%	-2%	-3
Cc1ccc(S(=O)(=O)N/N=C/c2ccccc2F)cc1[N+](=O)[O-]	2	8%	8	1.0%	16	-2	1%	5%	-7
Cc1nc2cc(NC(=O)Nc3ccc(N4CCOCC4)cc3)ccc2n1C	3	-2%	-7	-1.1%	.	-3	-3%	1%	-4
CCCC(=O)Nc1cccc(Oc2ccc3c(c2)C(=O)NC3=O)c1	-1	6%	13	-2.9%	-5	-16	1%	7%	-2
Cc1ccc(S(=O)(=O)CCC(=O)Nc2ccccc2Cl)cc1	1	-7%	9	0.8%	4	-2	-4%	1%	3
COc1ccc(C)cc1NC(=O)Cn1c(=O)c(C(F)(F)F)nc2ccccc21	5	0%	-12	3.1%	0	-2	-1%	1%	.
COc1ccc(-n2c(C)nn(C)c2=O)cc1	0	?	2	-0.1%	2	-3	-2%	0%	1
COc1ccc(-c2nc3ccc(NS(=O)(=O)c4ccc(C)cc4)cc3o2)cc1	5	.	3	0.5%	-1	-1	.	.	1
Cc1ccccc1C(=O)NCC(=O)OCC(=O)NNC(=O)c1ccccc1F	.	0%	.	.	.	.	-7%	-1%	5
Cc1ccc(S(=O)(=O)N(C)c2ccc(C(=O)N3CCN(Cc4ccc5c(c4)OCO5)CC3)cc2)cc1	4	-2%	-20	0.3%	-4	-6	-5%	5%	-5
CCOc1ccc(Cl)cc1CNc1nnnn1CC	-1	3%	-26	-1.5%	-1	-1	0%	1%	-3
COc1ccc2[nH]c(C)c(CCNS(=O)(=O)c3cc(F)ccc3OC)c2c1	0	1%	-10	1.8%	13	-5	-2%	1%	12
Cc1nc2nc(NC(=O)C(C)(C)C)[nH]n2c(=O)c1Cc1ccccc1	-1	-14%	3	-0.1%	5	0	-2%	4%	-13
CCc1noc(C)c1C(=O)Nc1nc2ccc(F)cc2s1	5	-1%	14	-0.4%	9	4	1%	-6%	15
O=c1[nH]c2ccccc2c2nc(-c3cccc(S(=O)(=O)N4CCCC4)c3)nn12	1	1%	-1	0.0%	10	0	0%	0%	-10
O=C(CN1C(=O)C2CCCCC2C1=O)Nc1cc([N+](=O)[O-])ccc1F (configuration not stated)	2	-8%	-4	1.5%	10	-3	-3%	1%	4
Cc1ccc(C2C(C(=O)c3sc(-c4ccccc4)nc3C)=C(O)C(=O)N2CCN(C)C)o1 (configuration not stated)	.	4%	.	.	.	.	-2%	0%	-2
Cn1c(SCC(=O)NC2CCCC2)nnc1-c1ccc(S(=O)(=O)N2CCOCC2)cc1	2	6%	-21	1.3%	5	-4	-7%	2%	-12
CCC(C)n1c(=O)c2sccc2n2c(CCCC(=O)N3CCN(c4ccccc4)CC3)nnc12 (configuration not stated)	2	-2%	-15	4.3%	1	-4	-4%	-9%	-11
CCc1ccc(C(=O)CC2(O)C(=O)N(CCc3ccccc3)c3ccc(Br)cc32)cc1 (configuration not stated)	5	0%	6	3.2%	-3	4	?	-14%	.
COc1c(OC(C)=O)c(=O)n2c3ccccc3c3ccnc1c32	3	-1%	15	0.9%	4	9	1%	0%	4
Cc1ccc(N=Nc2c(N)[nH]n3c(=O)cc(-c4ccccc4)nc23)cc1	1	1%	-23	0.9%	-14	-16	-2%	-1%	1
CC(NC(=O)c1cn(C)c2ccc(S(=O)(=O)N3CCCC3)cc2c1=O)c1ccccc1 (configuration not stated)	3	-1%	-1	11%	2	-2	-5%	0%	-14
Cc1ccc(CCNC(=O)C2CCN(S(=O)(=O)c3cccc4nonc34)CC2)cc1	0	-2%	-1	0.1%	-6	-1	-2%	3%	.
COc1ccc(OC)c(C2=NS(=O)(=O)N(C)C(C(=O)Nc3ccc(F)cc3F)=C2)c1	0&0	0%&6%	-20&-5	1.9%&0.7%	13&-1	-1&-1	1%&-1%	1%&5%	-10&-14
N#CCC(=O)N/N=C\c1cc(Br)ccc1OC/C=C/c1ccccc1	3	-8%	-5	0.2%	-15	12	5%	-6%	-24
CC(C)CC(=O)N1CCN(C(=O)c2ccc(F)cc2)CC1	5	7%	30	-0.1%	.	0	-4%	3%	12
Cc1c(C(=O)OCc2ccccc2)[nH]c2c1C(=O)CC(c1ccc(Cl)cc1)C2 (configuration not stated)	6	-12%	-10	6.1%	5	0	1%	-6%	-9
Cc1nnc(SCC(=O)Nc2c(Cl)cccc2Cl)n(N)c1=O	0	0%	-11	0.8%	-1	-7	-5%	0%	6
CCCSc1nc(N)c(C#N)c(-c2ccc(C)cc2)c1C#N	5	-2%	-17	28%	.	-11	-7%	-8%	-4
COc1ccc(C)cc1NC(=O)C(CCS(C)(=O)=O)NC(C)=O (configuration not stated)	0	-3%	-16	0.7%	-10	-3	-2%	0%	4
CCOc1ccc(S(=O)(=O)N(C)c2ccc(OCC(=O)OCc3c(C)noc3C)cc2)cc1	0	.	-14	1.1%	-4	-10	-4%	1%	-6
Cc1cc(C)n2nc(Nc3ccccc3)cc2n1	3	-1%	1	0.3%	10	2	0%	-10%	-21
O=C(OCc1cccc([N+](=O)[O-])c1)c1ccc[nH]c1=O	2	-9%	3	2.8%	-1	1	-5%	0%	-11

Another view of part of the listing above:
Fields – D1 ag | Vif-APOBEC3F blk | D1 antag | RXFP1 ag | D2 potentiator | D1 potentiator | GRP78 ERSR act | Vif-A3G inh | RXFP1 antag
- CC(C)CC(=O)N1CCN(C(=O)c2ccc(F)cc2)CC1
    5 | 7% | 30 | -0.1% | . | 0 | -4% | 3% | 12
- Cc1c(C(=O)OCc2ccccc2)[nH]c2c1C(=O)CC(c1ccc(Cl)cc1)C2 (configuration not stated)
    6 | -12% | -10 | 6.1% | 5 | 0 | 1% | -6% | -9
- Cc1nnc(SCC(=O)Nc2c(Cl)cccc2Cl)n(N)c1=O
    0 | 0% | -11 | 0.8% | -1 | -7 | -5% | 0% | 6
- CCCSc1nc(N)c(C#N)c(-c2ccc(C)cc2)c1C#N
    5 | -2% | -17 | 28% | . | -11 | -7% | -8% | -4
- COc1ccc(C)cc1NC(=O)C(CCS(C)(=O)=O)NC(C)=O (configuration not stated)
    0 | -3% | -16 | 0.7% | -10 | -3 | -2% | 0% | 4
- CCOc1ccc(S(=O)(=O)N(C)c2ccc(OCC(=O)OCc3c(C)noc3C)cc2)cc1
    0 | . | -14 | 1.1% | -4 | -10 | -4% | 1% | -6
- Cc1cc(C)n2nc(Nc3ccccc3)cc2n1
    3 | -1% | 1 | 0.3% | 10 | 2 | 0% | -10% | -21
